# Screening results deposited in PubChem by Sanford-Burnham Center for Chemical Genomics.
# beta cell repl: inducers of beta-cell replication in MIN6 cells; MIN6 cells proliferation, ATPlite luminescence, 48 h; cells starved in 0.2% serum; 100% = growth in 10% serum; proliferation, % at 10 µM; 0.29% of 330,000 active; AID 2380;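 active means compounds whose signal lies at least 3.5 SD above the mean of all wells on their plate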;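 further: 0% = DMSO-treated cells in low-serum medium and 100% = 10% serum control; some compounds called inactive have numbers as strong as hits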
# hIAP act: increases human intestinal alkaline phosphatase activity. activation factor at 10 µM. P09923. purified human IAP, CDP-Star luminescence, 30 min; stronger effect = higher value; 1 = vehicle-only enzyme, 0 = enzyme-free background. 0.16% of 330,000 active. AID 2524;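 active means activation factor of the enzyme at least 2-fold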; further: the source names both 10 and 20 µM as test concentration; values of inactives mirror those of a sister screen read the other way
# Target sequence (P09923 whole entry, looked up): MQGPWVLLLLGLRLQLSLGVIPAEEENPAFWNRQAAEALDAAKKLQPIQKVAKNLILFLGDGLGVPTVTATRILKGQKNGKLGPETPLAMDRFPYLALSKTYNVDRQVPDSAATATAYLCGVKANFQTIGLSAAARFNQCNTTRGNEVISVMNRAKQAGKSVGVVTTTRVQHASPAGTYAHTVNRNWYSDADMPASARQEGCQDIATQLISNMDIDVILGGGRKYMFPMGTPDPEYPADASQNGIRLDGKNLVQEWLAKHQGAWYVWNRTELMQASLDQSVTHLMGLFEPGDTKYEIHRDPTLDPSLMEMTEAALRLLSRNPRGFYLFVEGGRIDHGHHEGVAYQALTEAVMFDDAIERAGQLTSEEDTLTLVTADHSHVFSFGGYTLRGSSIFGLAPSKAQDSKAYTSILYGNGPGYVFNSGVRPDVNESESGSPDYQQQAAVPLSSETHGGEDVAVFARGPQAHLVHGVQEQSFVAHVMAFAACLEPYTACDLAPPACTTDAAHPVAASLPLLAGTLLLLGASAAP
# mIAP inh: blocks mouse intestinal alkaline phosphatase; purified mouse IAP, CDP-Star luminescence, 30 min; inhibition, % at 10 µM; 0.2% of 330,000 active;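 active means inhibition of at least 40% at 10 µM in the primary screen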;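 further: plate controls were DMSO with enzyme for no effect and no enzyme wells for full effect; values of inactives mirror those of a sister screen read the other way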
# mIAP act: increases mouse intestinal alkaline phosphatase activity; muIAP, CDP-Star luminescence, 30 min; stronger effect = higher value; 1 = vehicle-only enzyme signal, 0 = enzyme-free wells; activation factor at 10 µM; 0.24% of 330,000 active;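 active means activation factor of at least 2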; further: the source names both 10 and 20 µM as test concentration; values of inactives mirror those of a sister screen read the other way
#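 Assay system: mouse IAP enzyme; Reagent: CDP-Star chemiluminescent phosphatase substrate; Compound: DMSO-dissolved test compounds; Incubation: 30 min, room temperature; Technique: luminescence from enzymatic CDP-Star hydrolysis; Controls: DMSO-only wells and no-enzyme negative control.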
# MPTP inh: blocks calcium-induced mitochondrial swelling; isolated mouse mitochondria, Ca2+ swelling absorbance, 30 min; inhibition, % at 10 µM; 1.4% of 360,000 active; AID 602449;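 active means inhibition of 50% or more, scaled per plate between neutral and stimulator controls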;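 further: 0% = DMSO wells given calcium and 100% = 1 mM EGTA wells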
# A3G deaminase: blocks human APOBEC3G single-stranded DNA deamination | recombinant A3G, ssDNA deamination FAM/TAMRA fluorescence | inhibition, % at 20 µM | 0.28% of 330,000 active | AID 493012;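 active means inhibition of at least 40% at 20 µM, with no more than 30% in the related APOBEC3A deaminase screen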;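 further: plate controls were DMSO wells with A3G for no effect and wells lacking A3G enzyme for full effect; some compounds called inactive have numbers as strong as hits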
# hIAP inh: human IAP inhibition; purified IAP, CDP-Star luminescence, 30 min; inhibition, % at 10 µM; 0.12% of 330,000 active; AID 2544;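 active means inhibition reaching a set limit with compound at 10 µM in the primary screen, cut at about 35% in these data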;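 further: plate controls were DMSO wells with enzyme for no effect and no-enzyme buffer wells for full effect; values of inactives mirror those of a sister screen read the other way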
# A3A deaminase: blocks human APOBEC3A ssDNA deamination; inhibition, % at 20 µM; P31941; recombinant A3A, FAM/TAMRA ssDNA deamination fluorescence; 0.41% of 330,000 active;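 active means at least 40% inhibition at 20 µM here, with at most 30% in a related deaminase screen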;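 further: plate controls were A3A with DMSO for no effect and wells lacking A3A enzyme for full effect; some results filed as inactive read as strong as hits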
# Target sequence (P31941 whole entry, looked up): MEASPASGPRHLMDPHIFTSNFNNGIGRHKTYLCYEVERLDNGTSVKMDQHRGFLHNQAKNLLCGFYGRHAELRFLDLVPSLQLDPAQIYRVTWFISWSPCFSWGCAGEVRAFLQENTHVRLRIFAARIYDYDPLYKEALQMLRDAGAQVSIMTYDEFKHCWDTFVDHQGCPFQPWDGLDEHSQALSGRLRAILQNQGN
# ATG4B inhibitor: ATG4B (human) cysteine protease inhibition; Q9Y4P1; ATG4B cleavage of LC3-PLA2, NBD-HPC fluorescence, 1 h; inhibition, % at 8.33 µM; 0.51% of 340,000 active; AID 504462; in the data active means inhibition above about 40%
# Numbers without * were called inactive; . = not tested or not shown; & = joins results of further samples.
SMILES,beta cell repl,hIAP act,mIAP inh,mIAP act,MPTP inh,A3G deaminase,hIAP inh,A3A deaminase,ATG4B inhibitor
COc1cccc(/C=C/C(=O)Nc2ccc(C(=O)Nc3cccc(S(N)(=O)=O)c3)cc2)c1OC,-0.3,1.1,7.7,0.923,1.1,-5.7,-9.7,-0.6,-12.9
CCOc1ccccc1NC(=O)N1CCCC1C(=O)NCc1ccco1 (stereo not drawn),-1.4,0.874,2.7,0.973,-1.3,-8.6,12.6,-6.1,0.7
COc1ccc(C2C(C(=O)NCc3cccnc3)c3ccccc3C(=O)N2C)cc1OC (stereo not drawn),-4.3,0.973,-1.6,1.02,-0.5,-0.6,2.7,3.6,-7.3
CC(CN1CCOCC1)OC(=O)C(c1ccccc1)c1ccccc1 (stereo not drawn),-1.7,1.03,-0.8,1.01,0.5,-9.2,-3.3,-2.8,-1.4
Cc1cc2cc(CNC(=S)NC3CCCCC3)ccc2n1C,-5.4,0.81,7.1,0.929,1.4,-8.0,19.0,-2.8,10.4
O=[N+]([O-])c1ccccc1/C=C/C=N/n1c(-c2cc(-c3ccccc3)n[nH]2)n[nH]c1=S,-4.0,1.55,4.3,0.957,6.5,2.1,-55.3,-3.8,9.2
O=C(CCc1nnc2ccc(N3CCCC3)nn12)Nc1ccc(F)c(F)c1,-3.2,1.16,2.8,0.972,0.2,-4.1,-15.7,-3.3,7.0
COc1ccc(/C=C/C(=O)c2cccc(-n3cnnn3)c2)cc1O,-3.6,0.831,4.9,0.951,0.9,3.2,16.9,0.7,-2.2
Cc1cc(C)nc(SCC(=O)Nn2cnnc2)n1,-1.8,1.06,-1.3,1.01,-2.8,-5.0,-6.0,0.4,-10.8
CN1CCN(NC(=O)c2cc(Br)ccc2Cl)CC1,-0.7,0.915,-2.5,1.02,3.7,-8.8,8.5,-0.6,-6.3
O=C(CN1C(=O)/C(=C/c2ccccc2)SC1=S)Nc1cccnc1,-3.2,1.05,6.9,0.931,4.5,-3.1,-5.3,0.0,6.1
COc1ccc2c(c1)SC(C)CC2=O (stereo not drawn),3.0,1.1,-4.2,1.04,-0.8,-6.0,-10.2,-3.0,-4.5
COc1ccc(CCN(C)Cc2c(O)ccc3ccccc23)cc1OC,-4.5,1.12,5.9,0.941,0.9,0.2,-11.9,10.2,1.0
Cc1cccc(-n2cc(-c3ccccc3)c3c(=O)[nH]cnc32)c1,-0.9,1.05,-2.4,1.02,-24.0,-4.1,-4.7,-5.2,-3.6
OCCN1CCN(CCOc2cccc(Cl)c2)CC1,-5.8,0.994,7.6,0.924,0.0,-0.1,0.6,-0.3,-9.4
COc1ccc(NC(=O)c2ccc3nc[nH]c3c2)c(OC)c1,-1.7,1.17,20.8,0.792,1.3,6.0,-17.3,4.0,-4.6
OCC[C@@H]1C[C@H](O)[C@@H](O)[C@@]2(OCCc3ccccc32)O1,4.1,1.01,6.0,0.94,-0.8,-7.8,-0.9,0.7,4.7
O=C(COC(=O)c1cccc2c1C(=O)c1ccccc1C2=O)NC1CCCCC1,1.2,1.24,7.2,0.928,3.7,-3.3,-23.7,-1.0,-10.0
OCCOCCN1CCN(C2=Nc3ccccc3Sc3ccccc32)CC1,0.4&2.2,0.968&1,-7.5&2.3,1.07&0.977,-0.3&-1.4,-6.5&1.6,3.2&-0.4,-0.2&0.3,6.0&-5.2
COc1ccc(OC)c(NC(=O)CCCSc2ccccc2)c1,-4.3,0.857,-3.7,1.04,-1.0,-2.7,14.3,3.5,-1.4
COc1cc(SC)ccc1C(=O)Nc1ccc2c(c1)OCCO2,-3.7,1.23,-6.9,1.07,-0.3,-5.5,-23.1,0.4,-13.1
CCN(CC)S(=O)(=O)c1ccc(C(=O)Nc2cc(C)cc(C)c2)cc1,0.0,1.26,-7.9,1.08,1.2,-7.7,-26.5,-1.4,-11.2
Cc1cc(N2CCN(c3ccccn3)CC2)n2cc(-c3ccccc3)nc2n1,-3.5,0.936,-2.5,1.02,2.4,-5.1,6.4,-0.2,0.4
Cc1cc(C)c(S(=O)(=O)c2cc(F)ccc2C)c(=O)[nH]1,-0.3,0.985,-4.8,1.05,-0.2,-8.0,1.5,-2.5,0.4

# The list goes on (2 carried over from the part before).
SMILES,beta cell repl,hIAP act,mIAP inh,mIAP act,MPTP inh,A3G deaminase,hIAP inh,A3A deaminase,ATG4B inhibitor
Cc1cc(N2CCN(c3ccccn3)CC2)n2cc(-c3ccccc3)nc2n1,-3.5,0.936,-2.5,1.02,2.4,-5.1,6.4,-0.2,0.4
Cc1cc(C)c(S(=O)(=O)c2cc(F)ccc2C)c(=O)[nH]1,-0.3,0.985,-4.8,1.05,-0.2,-8.0,1.5,-2.5,0.4
CC(=O)C1=C(C)NC(=O)CC1c1ccc(Br)cc1 (stereo not drawn),-0.9,1.04,5.3,0.947,1.3,-3.4,-4.0,-1.3,10.8
CCNCc1cc(Br)c(OCC(=O)Nc2ccccc2)c(OC)c1,-5.1,0.858,-6.0,1.06,-3.6,-2.0,14.2,1.4,-0.7
COCCCn1c(=O)/c(=C\c2ccccc2OC(F)F)s/c1=C(/C#N)C(N)=O,-4.2,1.01,-7.9,1.08,-0.6,-7.8,-0.9,-2.0,4.8
O=C(O)c1cccc(NC(=O)c2cccc(S(=O)(=O)N3CCCCC3)c2)c1,0.0,0.916,3.0,0.97,0.8,-7.2,8.4,-0.3,0.3
Cc1cc(C(F)(F)F)n2nc(-c3sccc3-n3cccc3)cc2n1,-3.0,0.841,4.9,0.951,-0.6,-9.9,15.9,-1.8,7.7
O=C(Nc1nc(-c2ccccc2)cs1)c1ccc(=O)[nH]c1,-6.3,0.963,11.3,0.887,3.5,-4.8,3.7,-0.7,-10.3
COc1cccc(C(c2c(NC(=O)c3ccco3)sc(C)c2C)N2CCOCC2)c1 (stereo not drawn),-5.8,0.925,12.1,0.879,-1.5,-6.6,7.4,-3.2,-7.2
Cc1c(Cl)cccc1NCC(=O)NN=C1CCCC1,-3.1,1.17,-1.7,1.02,-4.5,-9.1,-17.0,-10.6,-6.7
C/C(CCc1ccccc1)=N\NC(=O)CCc1ccccc1,0.0,1.05,0.5,0.995,-0.6,-4.9,-5.0,-0.2,-5.6
O=C(N/N=C/c1ccoc1)c1ccccc1Br,-1.1,0.964,10.8,0.892,-0.1,0.6,3.6,7.6,-4.3
CC(=O)c1c(C)[nH]c(C(=O)COC(=O)c2cccc(S(=O)(=O)N(C)c3ccccc3)c2)c1C,0.0,0.87,16.5,0.835,99.3*,-2.6,13.0,-0.3,-6.4
Cc1ccc(S(=O)(=O)CC(=O)Nc2ncc([N+](=O)[O-])s2)cc1,0.5,1,0.2,0.998,0.3,-0.5,0.0,0.1,1.4
COc1ccc(NC(=S)N(CCN2CCCCC2)Cc2ccco2)cc1,1.7,1.02,11.6,0.884,0.2,2.4,-2.0,3.3,9.7
CC(=O)NCCOc1ccc(C(=O)O)cc1,4.1,0.939,-16.6,1.17,-4.0,-4.5,6.1,-1.8,-6.4
Cc1ccc2[nH]cc(CCCN3C(=O)c4ccccc4C3=O)c2c1,-3.7,1.04,2.1,0.979,1.9,-8.3,-4.0,-4.3,16.7
CCOC(=O)C1CCN(C(=O)C2CCCN(S(=O)(=O)c3ccc(OC)c(Cl)c3)C2)CC1 (stereo not drawn),-1.8,1,-1.8,1.02,1.1,-3.0,-0.1,-2.1,2.5
c1ccc(-c2n[nH]c3ccccc23)cc1,-1.0,1.02,-4.0,1.04,-0.8,-5.7,-2.5,0.3,-0.7
COc1ccc(N2CCN(S(=O)(=O)CCNS(=O)(=O)c3ccccc3)CC2)cc1,2.7,1.07,7.7,0.923,-0.4,-4.5,-6.9,0.1,0.9
CCOc1nc2ccccc2cc1C=O,-2.6,0.938,7.8,0.922,-0.3,-0.5,6.2,0.9,-5.5
c1cnc(N2CCN(Cc3ccc4c(c3)OCO4)CC2)nc1,-2.7&-0.2,1.11&0.922,-4.3&0.8,1.04&0.992,0.8&-1.7,-6.5&-3.1,-11.1&7.8,-4.0&0.7,-8.2&-2.3
COc1ccc(/C=N/N=C(\N)c2nonc2N)cc1OC,-1.3,1.1,-3.8,1.04,2.4,-2.2,-9.8,2.4,5.9
S=C(NCc1ccco1)N/N=C/c1ccncc1,-2.4,0.871,8.2,0.918,0.6,-1.8,12.9,1.2,-0.5
O=C(Nc1ccccc1)Nc1cccc2ccccc12,-1.6,1.02,-189.2,2.89*,70.6*,-5.9,-2.1,1.3,0.3
Cc1nn(-c2ccccc2)c(Cl)c1/C=N/NC(=O)c1ccccc1F,-0.2,0.834,-2.8,1.03,2.0,-1.8,16.6,0.1,-3.2
CCOc1ccc(NC(=O)Cc2ccc(S(=O)(=O)N3CCCCC3)cc2)cc1OCC,-1.1,0.977,-22.2,1.22,1.4,-6.3,2.3,-0.1,-1.6
O=C(COc1ccccc1)OC(C(=O)c1ccccc1)c1ccccc1 (stereo not drawn),-1.2,1.12,0.9,0.991,-0.1,2.3,-12.5,3.3,-6.8
O=C(C(=O)N1CCN(c2cccc(Cl)c2)CC1)c1cn(CC(=O)N2CCOCC2)c2ccccc12,-0.6,0.938,3.7,0.963,0.3,-5.5,6.2,-0.2,-14.4
COc1cccc(NC(=O)Nc2nc(SC)ns2)c1,3.5,0.859,5.3,0.947,68.7*,-3.3,14.1,7.9,8.6
Oc1c(Cl)cc(Cl)cc1C=Nc1ccccc1N1CCCC1,-4.8,0.895,9.7,0.903,.,-9.0,10.5,-1.5,.
COc1cc2c(cc1OC)C(C(=O)O)C(c1ccc(C)o1)N(C)C2=O (stereo not drawn),1.8,0.988,-7.4,1.07,1.0,-3.9,1.2,-0.7,-9.0
CCCc1nc(-c2ccccc2O)n(-c2ccccc2)n1,-0.8,1.12,4.1,0.959,-5.4,-8.6,-11.8,-5.3,-4.2
C=CCCC(=O)Nc1nc(C)c(-c2csc(Nc3cc(OC)ccc3OC)n2)s1,-8.5,1.01,14.8,0.852,-0.3,-3.5,-0.9,-3.2,-14.0
CCC(=O)N/C(=N/c1nc(C)cc(C)n1)Nc1ccc(C)cc1,2.9,1.03,4.5,0.955,0.4,-6.8,-2.7,-3.5,-4.4
CCc1cccc2c(C(=O)COC(=O)c3cnc(C)cn3)c[nH]c12,-1.1,0.905,-1.3,1.01,0.1,-3.5,9.5,0.2,-10.8
O=C(CSc1ccccn1)Nc1cccc2ccccc12,-2.7,0.954,67.7*,0.323,-2.6,7.6,4.6,59.8*,-1.5
CCC(=O)N1c2ccc(S(=O)(=O)CCC(=O)N3CCN(c4ccccc4)CC3)cc2CC1C (stereo not drawn),-0.4,1.18,0.3,0.997,2.5,-3.0,-18.2,-2.1,-12.7
COc1ccc(NS(=O)(=O)c2ccc(F)c(Cl)c2)cn1,-1.7,0.966,-13.4,1.13,1.2,-7.6,3.4,-2.7,-4.5

# Results in beta cell repl, ATG4B inhibitor and mIAP act, for some of the entries so far:
SMILES | beta cell repl | ATG4B inhibitor | mIAP act
CCOC(=O)C1CCN(C(=O)C2CCCN(S(=O)(=O)c3ccc(OC)c(Cl)c3)C2)CC1 (stereo not drawn) | -1.8 | 2.5 | 1.02
c1ccc(-c2n[nH]c3ccccc23)cc1 | -1.0 | -0.7 | 1.04
COc1ccc(N2CCN(S(=O)(=O)CCNS(=O)(=O)c3ccccc3)CC2)cc1 | 2.7 | 0.9 | 0.923
